# MCF10A rereplic = A quantitative high throughput screen for small molecules that induce DNA re-replication in MCF 10a normal breast cells | MCF 10A DNA re-replication, Hoechst nuclear intensity, 48 h | Potency, µM (top dose mostly 46.1 µM), without a hit: top-dose activity, positive = re-replication, most hits filed as activators | actives 2.9% (n = 350,000) | AID 624296, 2012; further: potency means the concentration at half of the fitted maximal effect; % of control where 0% means no effect; nearly all actives have a fitted effect of over 50% in size
# KB-3-1 cytotox = qHTS assay for MDR1-selective chemotherapeutics: Primary screen using the parental adenocarcinoma cell KB-3-1; KB-3-1 viability, CellTiter-Glo ATP luminescence, 72 h; Potency, µM (titrated, usually from 46.1 µM), inactives show at the top dose activity change, negative = cytotoxic, hits mostly cytotoxic; actives 1.4% (n = 400,000); further: potency means the concentration at half of the fitted maximal effect; on the % scale 0 is the no-effect control and ±100 the full control effect; nearly all actives have a fitted effect of over 60% in size
#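 Here the drug-naive KB-3-1 line serves as comparator for MDR sub-line selectivity; cells received compound titrations, 72 h at 37 °C, then CellTiter-Glo readout.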
# HT1080NT lethal = qHTS for induction of synthetic lethality in tumor cells producing 2HG: qHTS for the HT-1080-NT fibrosarcoma cell line. HT-1080-NT fibrosarcoma viability, CellTiter-Glo ATP luminescence, 48 h. AID 686970, 2013. Potency, µM (titrated, usually from 46.1 µM), inactives show top-dose activity, negative = less viability, hits mostly cytotoxic. actives 1.6% (n = 360,000);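 further: NT is the 2HG producing partner of a matched IDH1 knockdown line; potency means the concentration at half of the fitted maximal effect; 0% = DMSO-treated cells and -100% = media-only wells without cells; nearly all actives have a fitted effect of over 55% in size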
#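 750 cells/well, RPMI + 5% FBS; 2 h settle, compound pin-transfer, 48 h at 37 degrees C. CellTiter-Glo 10 min RT, luminescence. Normalized to DMSO and media-only wells.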
# HEK293 tox = qHTS of GLP-1 Receptor Inverse Agonists: Cytotox Screen. actives 0.13% (n = 410,000). Potency, µM (doses to about 38.3 µM), for inactives: top-dose activity change, negative = inhibition, hits mostly inhibitors. HEK293 cAMP-luciferase reporter cells, luminescence, 24 h;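 further: loss of luciferase light is scored as toxicity; potency means the concentration at half of the fitted maximal effect; on the % scale 0 is the no-effect control and ±100 the full control effect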
#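 Compound-treated cells are incubated 24 hr at 37 deg C under 5% CO2 after a 12 hour attachment period, then luciferase detection reagent is added and luminescence is measured following 12 min at room temperature; lowered signal indicates toxicity.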
# DRD3 agonist = qHTS of D3 Dopamine Receptor Agonist: qHTS; D(3) dopamine receptor (Homo sapiens), P35462; D3R DiscoveRx beta-arrestin cells, luminescence, 90 min; max activation, %; actives 0.58% (n = 410,000); in the data active means max activation above about 30%; further: 0% is about no effect; mostly tested at two doses, the higher about 12 µM
# Target sequence (P35462 whole entry, looked up): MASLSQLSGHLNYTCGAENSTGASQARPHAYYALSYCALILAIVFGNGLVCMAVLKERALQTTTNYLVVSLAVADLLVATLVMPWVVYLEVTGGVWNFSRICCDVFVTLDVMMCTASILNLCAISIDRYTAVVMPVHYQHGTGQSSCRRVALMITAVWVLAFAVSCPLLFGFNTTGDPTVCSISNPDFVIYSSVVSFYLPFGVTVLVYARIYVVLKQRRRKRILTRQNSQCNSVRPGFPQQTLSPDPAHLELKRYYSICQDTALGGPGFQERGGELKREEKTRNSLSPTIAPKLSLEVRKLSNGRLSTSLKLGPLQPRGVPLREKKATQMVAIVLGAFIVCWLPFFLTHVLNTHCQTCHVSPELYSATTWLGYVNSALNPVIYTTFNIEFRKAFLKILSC
#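 Agonist mode: compounds and dopamine controls were applied to plated cells for 90 min at 37 degrees C after an overnight attachment at 1500 cells/well. Luminescent read-out followed 30 - 60 minutes at room temperature with DiscoveRx detection reagent.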
# KB-V1 cytotox = qHTS assay for MDR1-selective chemotherapeutics: Primary screen using the drug-selected MDR subline cells KB-V1 | actives 3.4% (n = 400,000) | Potency, µM (top dose mostly 46.1 µM), without a hit: at the top dose activity change, negative = cytotoxicity, actives largely listed as cytotoxic | KB-V1 MDR cells viability, CellTiter-Glo, 72 h; further: potency means the concentration at half of the fitted maximal effect; on the % scale 0 is the no-effect control and ±100 the full control effect; nearly all actives have a fitted effect of over 60% in size
#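 Potencies derive from concentration-effect curves fitted to normalized luminescence (CellTiter-Glo) of KB-V1 cells treated for 72 h at 37 degrees C in phenol-red-free DMEM containing 10% FBS.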
# IL-1B inflam inh = qHTS for Inhibitors of Inflammasome Signaling: IL-1-beta AlphaLISA Primary Screen. actives 4.7% (n = 360,000). AID 743279, 2014. THP-1 LPS/ATP IL-1B secretion, AlphaLISA, 16 h; hits give low values. activity change, % at 57.5 µM; in the data active means activity change below about -50%; inconclusive means mostly about -30% to -49%; further: on the % scale 0 is the no-effect control and ±100 the full control effect
#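 Secreted IL-1B measured by AlphaLISA bead assay after 16 h compound exposure of THP-1 cells; compounds (final up to 57.5 uM) added 1 h before LPS (250 ng/mL) and ATP (1.25 mM) stimulation; lower signal means less secretion.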
# SW480 rerep = A quantitative high throughput screen for small molecules that induce DNA re-replication in SW480 colon adenocarcinoma cells; SW480 DNA re-replication, Hoechst DNA content imaging, 48 h; actives 1.8% (n = 340,000); AID 624297, 2012; Potency, µM (highest dose often 46.1 µM), without a hit: at the top dose re-replication activation, most hits filed as activators; further: potency means the concentration at half of the fitted maximal effect; % of control where 0% means no effect; nearly all actives have a fitted effect of over 55% in size
#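 Quantitative HTS format with DMSO vehicle controls; 48 hr drug incubation at 37 C, then 40 min Hoechst staining and scanning imager measurement at 405 nm excitation.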
# HT1080 IDH1KD tx = qHTS for induction of synthetic lethality in tumor cells producing 2HG: qHTS for the HT-1080-IDH1KD cell line; AID 686971, 2013; actives 2% (n = 360,000); HT-1080 IDH1 knockdown viability, ATP luminescence, 48 h; Potency, µM (titrated, usually from 46.1 µM), for the others: at the top dose activity, negative = toxicity, hits mostly cytotoxic;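 further: potency means the concentration at half of the fitted maximal effect; 0% = DMSO wells and -100% = cell-free medium wells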
#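 Viability of IDH1-knockdown HT-1080 fibrosarcoma cells was assessed by CellTiter-Glo after 48 h at 37 °C with titrated compound; concentration-effect curves were classified by fit quality and response size.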
# The depositor's hits bear a star; i = inactive; ? = inconclusive; nt = not tested or not shown; [ ] = another dose, or the depositor's remark. Unless noted, the call rests on the fitted dose curve; in most records, active means well fitted curve in the direction sought with a large enough effect; inconclusive means small, poorly fitted or top-dose-only effect, or another doubt; inactive means no such curve, though single readings can be large; an effect the other way counts as inactive or inconclusive. Rows are unselected; about 11% have a hit in one of these screens.
SMILES,MCF10A rereplic,KB-3-1 cytotox,HT1080NT lethal,HEK293 tox,DRD3 agonist,KB-V1 cytotox,IL-1B inflam inh,SW480 rerep,HT1080 IDH1KD tx
Cc1sc(C(C2C(=O)CC(C)(C)CC2=O)C2C(=O)CC(C)(C)CC2=O)cc1[N+](=O)[O-],?,-0.4%,-17.4%,-11.5%,-2.5,-14.3%,-93.6*,12.8%,-5.4%
CC1(C(=O)O)CCC(C(=O)Nc2cccc(F)c2)C1(C)C (stereo not given),6.2%,4.2%,-1.4%,11.4%,2.3,32.3%,2.0,-6.2%,19.7%
C=CC[C@H](CC(=O)NCCO)C(=O)NC[C@@H](OC(=O)[C@H](CC=C)CC(=O)OC(C)(C)C)c1ccccc1,-4.3%,0.9%,11.3%,8.9%,1.8,0.0%,-0.3,3.7%,0.9%
COc1ccc(CCn2c(NCCCN3CCOCC3)nc3c2c(=O)[nH]c(=O)n3C)cc1,4.6%,-2.8%,-1.4%,12.4%,0.6,3.4%,25.3,-0.6%,-0.8%
Cc1ccc(-n2nnnc2SCC(=O)Nc2ccccc2N2CCCCC2)cc1C,?,?,-8.8%,9.1%,-6.0,?,-8.2,1.9%,-13.0%
Cc1ccc(/C=C/C(=O)NCc2ccc(S(N)(=O)=O)cc2)o1,-12.7%,4.5%,11.6%,14.8%,4.6,1.0%,-3.9,-8.0%,18.4%
COc1ccc2cc(C(=O)O)ccc2c1,0.3%,15.5%,3.1%,-3.7%,1.3,-0.9%,-4.7,-3.1%,11.5%
CCOC(=O)c1c(NC(=S)N2CCCCC2)sc2c1CCN(C(=O)OCC)C2,20.6µM*,0.6%,?,?,6.1,-24.3%,nt,-44.3%[inhibitor],?
CCN(CC)C(=O)C1=C(C)N(CCCOC)C(=O)C(CC(=O)NCc2cccc3ccccc23)C1 (stereo not given),nt,-3.5%,2.6%,-11.2%,-2.3,17.6%,-4.2,nt,-0.7%
Clc1ccc(Nc2ccc3ccccc3n2)cc1,14.3%,?,-3.8%,-19.2%,-2.0,4.3%,-15.6,58.1%,4.0%
COC(=O)c1nc(N)sc1C,-13.8%,23.3%,12.1%,-5.2%,3.4,2.7%,2.3,-7.1%,14.7%
Cc1cc(/C=C(\C#N)C(=O)Nc2ccccc2F)c(C)[nH]1,?,-1.5%,7.4%,4.6%[0.307 µM],4.2,-18.7%,-3.8,2.3%,6.5%
Cc1ccc(NC(=O)Cn2nc(C(=O)O)c3ccccc3c2=O)c([N+](=O)[O-])c1,?,10.2%,11.3%,-14.5%,21.6,0.5%,16.0,-1.8%,7.9%
O=C(Cc1cccc(NC(=O)C2CCCN(C(=O)C3CCC3)C2)c1)Nc1ccc(C(=O)N2CCCCC2)cc1 (stereo not given),-22.0%,-11.2%,-2.1%,-0.7%,-5.0,4.2%,-4.8,2.7%,-0.6%
Cn1cnnc1SCC(=O)Nc1ccc(F)cc1,-10.5%,-2.6%,?,-2.6%,-8.9,?,-7.9,-6.0%,16.9%
c1ccc(-c2nnc(SCCC3OCCCO3)o2)cc1,2.5%,0.7%,15.0%,9.1%,102.9*,?,-11.0,-3.5%,14.0%
Nc1ccc2c(c1)[nH]c(=O)c1ccccc12,5.5%,34.3%,-2.3%,4.8%,-12.9,-23.0%,-74.7*,-0.3%,?
CC(=O)c1cnc(SCc2ccc(Cl)cc2)nc1C,?,1.0%,0.3%,3.3%,1.8,-16.1%,12.1,3.6%,-4.5%
CCOc1nc(SCCOc2ccc(Cl)cc2Cl)nc(N(C)C)n1,110.3%,-8.7%,26.2%,-16.5%,6.0,20.6µM*,-11.3,-1.9%,5.2%
CCN(C(=O)CSc1nc2cc(C(=O)O)ccc2c(=O)n1Cc1ccccc1)c1ccccc1,-10.3%,22.1%,9.1%,5.7%,1.2,19.1%,17.4,-4.5%,0.1%
O=C(CCN1CCCCCC1)c1ccccc1,-2.4%,-1.0%,12.5%,-5.2%,1.4,20.9%,-3.5,-2.2%,2.6%
COc1cccc(C2NC(CC(C)C)(C(=O)O)C3C(=O)N(Cc4ccccc4)C(=O)C23)c1O (stereo not given),1.4%,14.0%,2.1%,3.9%,2.3,9.7%,25.7,-8.2%,2.0%
CCn1c(=O)cc(OCC(=O)N2CCN(C(=O)c3ccco3)CC2)c2ccccc21,3.4%,9.5%,-0.9%,2.3%,-3.7,4.8%,-18.3,1.8%,-9.6%
Cc1ccc(S(=O)(=O)N2C(=O)CCC2C(=O)O/N=C(\N)c2ccccc2)cc1 (stereo not given),17.5%,13.6%,-3.9%,15.0%,2.2,1.1%,0.1,-1.1%,-12.7%
CNS(=O)(=O)c1cccc(C(=O)Nc2cccnc2)c1,3.2%,0.0%,-2.5%,-8.2%,-22.6,-4.4%,2.0,-3.4%,-0.6%

# Entries from the list above that have an aryl methoxy group:
SMILES,MCF10A rereplic,KB-3-1 cytotox,HT1080NT lethal,HEK293 tox,DRD3 agonist,KB-V1 cytotox,IL-1B inflam inh,SW480 rerep,HT1080 IDH1KD tx
COc1ccc(CCn2c(NCCCN3CCOCC3)nc3c2c(=O)[nH]c(=O)n3C)cc1,4.6%,-2.8%,-1.4%,12.4%,0.6,3.4%,25.3,-0.6%,-0.8%
COc1ccc2cc(C(=O)O)ccc2c1,0.3%,15.5%,3.1%,-3.7%,1.3,-0.9%,-4.7,-3.1%,11.5%
COc1cccc(C2NC(CC(C)C)(C(=O)O)C3C(=O)N(Cc4ccccc4)C(=O)C23)c1O (stereo not given),1.4%,14.0%,2.1%,3.9%,2.3,9.7%,25.7,-8.2%,2.0%

# Other compounds follow:
SMILES,MCF10A rereplic,KB-3-1 cytotox,HT1080NT lethal,HEK293 tox,DRD3 agonist,KB-V1 cytotox,IL-1B inflam inh,SW480 rerep,HT1080 IDH1KD tx
CC(C)NC(=O)CSc1nnc2sc3ccccc3n12,-2.3%,10.9%,24.3%,0.9%,-0.1,-28.7%,13.8,-19.9%,1.7%
CCOc1ccc(C(=O)Nc2ccccc2NC(C)=O)cc1OCC,-10.9%,6.7%,3.6%,-7.3%,-18.7,-4.9%,7.0,-4.6%,4.3%
CCCc1nnc(NC(=O)c2cccnc2)s1,0.3%,1.0%,13.8%,3.6%,3.7,12.9%,?,-6.0%,11.0%
CCOC(=O)N1CCC(NS(=O)(=O)c2ccc3c(c2)CCN3C(C)=O)CC1,11.3%,-9.6%,-3.5%,-20.4%,-0.9,11.0%,29.7,-1.8%,-3.8%
Cc1ccc(N2CC3=C(C2=O)C(c2ccccc2)NC(=O)N3C)cc1 (stereo not given),-12.0%,13.4%,6.0%,4.8%,3.7,3.8%,0.0,0.0%,13.4%
CC(CC(c1ccccc1)N1CCc2ccccc2C1)=NO (stereo not given),nt,-1.0%,-11.5%,-1.3%,2.4,-20.1%,5.9,nt,-5.8%
CCOC(=O)c1ccc(S(=O)(=O)N2CCN(CC(O)COc3ccc(C#N)cc3)CC2)cc1 (stereo not given),-0.1%,-0.7%,-6.9%,5.1%,-5.2,1.9%,7.7,4.6%,13.9%
O=C(NCc1ccco1)c1cccc(F)c1,13.7%,-0.5%,-5.3%,4.1%,9.8,-9.4%,0.7,0.7%,1.5%
COc1ccc(-c2cc(C)no2)cc1S(=O)(=O)N1CCc2ccccc21,nt,-3.2%,nt,7.8%,-11.7,2.1%,nt,nt,nt
CN(C)CCNc1ncnc2c1ncn2[C@H]1CN(Cc2cccs2)C[C@@H](CO)O1,nt,?,17.8%,0.9%,-10.6,-8.2%,26.0,nt,3.7%
CN(C)c1ccc(/C=N/NC(=O)C(=O)N2CCCCCC2)cc1,1.6%,0.0%,2.3%,8.8%,3.3,0.0%,-2.7,0.6%,4.9%
CCOC(=O)C(CC)(CCC(=O)O)c1csc(Nc2ccc(C)cc2)n1 (stereo not given),9.6%,?,-3.9%,3.2%,-15.1,-2.1%,0.0,?,-6.2%
O=C(NCC1CCCO1)C(=O)NCC1CCCN1S(=O)(=O)c1ccccc1 (stereo not given),-0.5%,20.5%,-1.6%,3.9%,1.7,-15.3%,15.6,-11.3%,4.9%
COc1ccc(S(=O)(=O)N2CCOCC2)cc1NC(=O)Cc1ccc(Cl)c(Cl)c1,-4.9%,4.8%,-1.9%,-8.5%,4.1,-0.7%,15.5,6.6%,-16.7%
CCOC(=O)C(C(=O)Nc1nc2ccccc2s1)C1CCCCC1 (stereo not given),?,4.2%,-4.4%,2.5%,-0.8,-7.4%,40.4,4.5%,-16.1%
CCc1ccc(C(=O)N2CCN(c3ccc(NC(=O)c4cccnc4)cc3)CC2)cc1,4.0%,-12.0%,9.2%,7.1%,-1.7,?,i,?,21.2%
COc1ccc(-c2csc(C(NC(C)=O)c3ccc(F)c(F)c3)n2)cn1 (stereo not given),nt,0.0%,8.1%,8.0%,-2.9,-2.5%,-12.5,nt,-9.0%
Cc1ccccc1OCCC(=O)Nc1ccccc1C(=O)N1CCCCC1,6.3%,-17.5%,8.7%,-5.9%,2.4,8.2µM*,0.0,-9.4%,1.0%
O=C(N/N=C/c1ccccc1)C(O)c1ccccc1 (stereo not given),10.9%,18.9%,-8.1%,18.9%,1.9,28.1%,14.2,1.3%,-12.4%
CN(C)CCNC(=O)c1cccc2nc3cccc(F)c3nc12,?,4.11µM*,?,-2.7%,2.7,?,-116.2*,21.6%,7.31µM*
O=C(CSc1ccccc1)N1CCN(c2ccccn2)CC1,-4.7%,23.6%,-0.8%,5.6%,-15.5,-20.3%,-10.0,?,11.7%
S=C1SCN(Cc2ccco2)CN1Cc1ccco1,?,-25.7%,?,?,-0.9,-13.8%,-94.5*,13µM*,13µM*
